USP2a inhib: inhibitors of human ubiquitin-specific protease USP2a | USP2a enzymatic assay, qHTS inhibition | Potency, µM (doses to about 38.3 µM), inactives show top-dose activity change, negative = inhibition, usual class: inhibitors | actives 0.1% (n = 60,000) | AID 927;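 note: potency is the fitted concentration of half-maximal effect; nearly all actives have a fitted effect of over 60% in size; plate controls were DMSO for no effect and NEM full inhibition control for full effect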
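20 nM USP2 core + cpd, 30 min RT; add 20 nM Ub-PLA2/20 uM NBD C6-HPC; read Ex460/Em535 at 0 h and 2.5 h. Normalized to NEM; qHTS curve fit/classification.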
HEK293 cAMP cs: parental HEK293 cAMP activation (counter-screen); parental HEK293 CNG cAMP sensor, membrane potential fluorescence; Potency, µM (highest dose often 57.1 µM), for the others: top-dose activation, usual class: activators; actives 2.5% (n = 73,000); AID 938; note: potency is the fitted concentration of half-maximal effect; % of control where 0% means no effect; nearly all actives have a fitted effect of over 55% in size
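Parental HEK 293 cells stably expressing a cAMP-gated CNG channel were loaded with membrane potential dye containing 100 uM RO 20-1724 for 60 min. Compound added for 30 min; depolarization read as fluorescence intensity at 590 nm.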
Casp7 inh: blocks human caspase-7 allosterically or competitively; AID 889; actives 0.02% (n = 75,000); Potency, µM (doses to about 57.5 µM), for inactives: top-dose activity change, negative = inhibition, hits mostly inhibitors; recombinant caspase-7, Ac-DEVD-AFC fluorescence rate; active = well fitted inhibition curve with a large enough effect in the main read-out, with a control signal flat, not every such curve was filed as active; inconclusive = small, poorly fitted or top-dose-only effect, or a change in a side signal; note: potency is the fitted concentration of half-maximal effect; % of control where 0% means no effect
Casp1 inh: blocks human caspase-1 allosterically or competitively. P29466. Caspase-1 enzyme, Ac-WEHD-AFC fluorogenic rate. Potency, µM (highest dose often 57.5 µM), for inactives: at the top dose activity change, negative = inhibition, hits mostly inhibitors. actives 0.03% (n = 75,000);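 note: potency is the fitted concentration of half-maximal effect; plate controls were vehicle for no effect and no substrate for full effect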
BRCT inh green: inhibitors of human BRCA1 BRCT-phosphoprotein interaction (green fluorophore). BRCA1 BRCT-phosphopeptide binding, green fluorescence polarization. AID 875. actives 0.05% (n = 75,000). Potency, µM (doses to about 76.9 µM), inactives show at the top dose activity change, negative = inhibition, most hits filed as inhibitors. P38398;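 note: potency is the fitted concentration of half-maximal effect; plate controls were peptide without protein for full effect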
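Fluorescence polarization: His-tagged BRCT (~35 kDa BRCA1 C-terminus, 250 nM) bound to 100 nM fluorescein-labeled phosphorylated 10-aa BACH1 peptide, pH 7.3 phosphate buffer with DTT and Tween 20. Compounds incubated 12 min at room temperature; inhibition read as lowered polarization.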
A350 fluor: A350 region autofluorescence | Compound autofluorescence, 340/450 nm, Alexa 350 dye-equivalents; stronger effect = higher value | max dye-equivalent concentration, M | actives 11% (n = 59,000); in the data active = max dye-equivalent concentration above about 10 nM; inconclusive = mostly about 1.1 nM to 9.6 nM
Fluorescein fluor: fluorescein region autofluorescence | Compound autofluorescence, 480/540 nm, fluorescein-equivalent; stronger effect = higher value | max fluorescein-equivalent concentration, M | actives 0.91% (n = 59,000); in the data active = max fluorescein-equivalent concentration above about 10 nM; inconclusive = between about 1.1 nM and that limit
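Spectral profiling of library compounds in the fluorescein window (480 nm excitation, 540 nm emission) after 15 min at room temperature in pH 8.0 Tris (100 mM). Values are dye-equivalent concentrations.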
GFP derepression: epigenetic GFP locus derepression in mouse cells; mouse C127i GFP locus derepression, cytometry, 30 h; Potency, µM (titrated, usually from 46.1 µM), for the others: at the top dose GFP derepression (activation); actives 0.09% (n = 68,000); AID 597; note: % of control where 0% means no effect
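Murine C127i mammary cells carrying a silenced, stably integrated CMV-driven GFP reporter were treated with compound for 30 hours at 37 C. After PBS washes, GFP-positive cells were counted by laser-scanning microplate cytometry.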
Ub-GFP proteasome: proteasome inhibitors stabilizing ubiquitin-GFP reporter | Ubiquitin-GFP reporter cells, proteasome inhibition, GFP fluorescence; response scale: untreated = 0%, 10 µM MG-132 = 100% | Potency, µM (doses to about 45.9 µM), without a hit: top-dose activation (GFP accumulation), hits mostly activators | 67,000 tested, under 10 active | AID 526; active = well fitted activation curve with a large enough effect, not every such curve was filed as active; inconclusive = small, poorly fitted or top-dose-only effect, or another doubt; inactive = no such curve, though single readings can be large or run the other way; note: potency is the fitted concentration of half-maximal effect
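U2OS Ub(G76V)-GFP reporter; O/N plating, 0.5% FBS; cpd 46 uM–2.9 nM, 4 h, 37 °C; GFP+ cell count, 488/515 nm; norm. to basal vs 10 uM MG-132; CRC fit.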
BRCT inh red: disrupts BRCA1 BRCT binding to phosphoprotein, red fluorophore readout | Potency, µM (highest dose often 76.9 µM), for the others: at the highest dose activity change, negative = inhibition, usual class: inhibitors | P38398 | BRCT-phosphopeptide binding, red fluorescence polarization | AID 892 | actives 0.03% (n = 75,000); note: % is set by controls: 0 for no effect and ±100 for the full control effect
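Fluorescence polarization: 100 nM His-tagged BRCA1 BRCT with 100 nM TAMRA-labelled phospho-BACH1 decapeptide, phosphate buffer pH 7.3 with 150 mM NaCl, DTT, 0.01% Tween 20; 12 min RT. Binding inhibition seen as FP decrease.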
4MU fluor: compound fluoresces in the 4-MU spectral region; max dye-equivalent concentration, M; compound autofluorescence, 340/450 nm, 4-MU equivalents; stronger effect = higher value; actives 11% (n = 59,000); in the data active = max dye-equivalent concentration above about 10 nM; inconclusive = mostly about 1.1 nM to 9.6 nM
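Compounds in 100 mM Tris, pH 8.0, incubated 15 min at room temperature, then fluorescence read at 340 nm excitation/450 nm emission. Signal converted to 4-MU dye-equivalent concentration using an on-plate six-point 4-MU standard curve.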
Active calls of the source: *; i = inactive; ? = inconclusive; . = no result given; [ ] = another dose, or the depositor's remark. Unless noted, calls come from the whole dose curve; as a rule, active = well fitted curve in the direction sought with a large enough effect; inconclusive = small, poorly fitted or top-dose-only effect, or another doubt; inactive = no such curve, though single readings can be large; an effect the other way counts as inactive or inconclusive. An excerpt; the hit share may differ from the screen's.

structure,USP2a inhib,HEK293 cAMP cs,Casp7 inh,Casp1 inh,BRCT inh green,A350 fluor,Fluorescein fluor,GFP derepression,Ub-GFP proteasome,BRCT inh red,4MU fluor
CN(CCC(=O)Nc1ccc2c(c1)OCO2)Cc1ccccc1,3%,5%,-1%,2%,0.0%,i,?,1%,23%,-0.7%,i
COc1ccccc1OCCOc1ccc(/C=N/n2cnnc2)cc1,1%,2%,0%,-1%,0.1%,.,.,2%,15%,1.4%,.
COc1cccc(-c2cc(C(F)(F)F)nc(N3CCCCC3)n2)c1,-24%,?,-1%,-6%,3.2%,6.3e-08M*,?,-17%,7%,0.4%,7.5e-08M*
O=C(Nc1cccnc1)c1ccccc1F,-4%,-3%,-1%,0%,-0.9%,.,.,4%,21%,1.5%,.
CCC1CCCCN1C(=O)COc1cc(=O)n(C)c2ccccc12 (stereo not drawn),.,2%,-1%,-5%,1.0%,.,.,-2%,7%,0.4%,.
Cc1cc(NC(=O)CSc2nc3ccccc3[nH]2)no1,7%,4%,0%,-1%,2.1%,i,i,-3%,6%,0.3%,i
CN(C)c1ccc(-c2nccc(Nc3ccc(F)cc3)n2)cc1,-103%,-12%,-19%,?,1.0%,?,?,-8%[9.22 µM],-7%,0.4%,?
CCOc1ccccc1Oc1coc2cc(OC(=O)c3ccco3)ccc2c1=O,-1%,1%,-3%,-2%,1.0%,?,?,-2%,2%,-0.9%,?
COCCCN(C(=O)c1ccco1)c1nc(-c2cc(OC)ccc2OC)cs1,5%,?,-1%,-5%,-1.1%,?,i,-1%,-5%,-0.8%,?
CC(C)c1c(O)c(-c2cc3c(c(C(C)C)c2O)CCC2C(C)(C)CCC[C@@]32C)cc2c1CCC1C(C)(C)CCC[C@@]21C (stereo partly drawn),31%[activator],.,2%,3%,-6.5%[3.08 µM],.,.,.,.,-1.3%,.
CC[C@@]1(O)C(=O)OCc2c1cc1n(c2=O)Cc2cc3c(CN(C)C)c(O)ccc3nc2-1,57%[activator],-9%[11.4 µM],?,?,?,6.1e-08M*,4.3e-07M*,7%[9.22 µM],-5%[9.17 µM],0.1%[15.4 µM],5.2e-08M*
COc1cccc(C(=O)CSc2nnc(CNc3nc(-c4ccccc4)cs3)n2C)c1,24%,17%,4%,-4%,-2.9%,i,i,-2%,-2%,0.2%,i
O=C(COC(=O)c1cncc(Br)c1)NCc1ccco1,2%,1%,-25%,-8%,-5.0%,i,?,-1%,-1%,-3.4%,i
CCOC(=O)N1CCN(C(=O)c2cc(-n3cnnc3)ccc2Cl)CC1,-5%,0%,3%,1%,-0.1%,i,i,6%,-3%,-1.4%,i
COc1cc(NC(=O)c2cc3ccccc3o2)c(OC)cc1Cl,5%,?,-12%,?,-2.0%,.,.,2%,-13%,0.7%,.
Cc1ccc2oc(=O)c3cc(C(=O)N4CCN(c5ncccn5)CC4)sc3c2c1,.,8%,2%,1%,-0.1%,.,.,.,0%,0.8%,.
COc1ccccc1N1CCN(CC(=O)Nc2cc(F)ccc2C)CC1,16%,?,0%,0%,-1.0%,i,i,0%,-3%,-5.0%,i
Cc1cc(C)n(CC(=O)NCc2cc(-c3nn(C)c(=O)c4ccccc34)ccc2C)n1,35%[activator],15%,0%,-1%,5.0%,i,?,-2%,-7%,-1.5%,i
COC(=O)CC1C(C)(C)C(OC(C)=O)C2[C@H](OC(C)=O)[C@]34O[C@]2(O)[C@]1(C)C3CC[C@]1(C)C4=CC(=O)OC1c1ccoc1 (stereo partly drawn),52%[activator],.,-4%,-4%,-0.7%[3.08 µM],.,.,.,.,-1.1%,.
Cc1cc2c(nc1C)CCCN2C[C@@H](O)CN1CCN(C)CC1,.,1%[11.4 µM],-3%[11.5 µM],-4%[11.5 µM],-1.0%[15.4 µM],.,.,.,.,1.3%[15.4 µM],.
CCOC(=O)NC(=O)CSc1nnnn1-c1ccc(Cl)cc1,6%,-2%,-1%,3%,0.7%,i,?,-1%,0%,0.2%,i
CN(C1CCS(=O)(=O)C1)S(=O)(=O)c1ccc(C2CCCCC2)cc1 (stereo not drawn),15%,11%,-5%,0%,0.0%,i,?,-2%,-4%,0.5%,i
CCCCC(=O)Nc1ccc(F)c(Cl)c1,2%,5%,1%,0%,-1.2%,i,?,-5%,-3%,-0.1%,i
COCCOCCn1c(CCCO)nc2ccccc21,-6%,1%,-1%,2%,-0.5%,i,i,-2%,6%,0.0%,i
CCOC(=O)C(NC(=O)C1CCCN1C(=O)OCc1ccccc1)C(=O)OCC (stereo not drawn),9%,5%,1%,3%,-1.1%,i,i,-2%,0%,-0.1%,i
Cc1cc(C(=O)CSc2nnc(-c3ccc(Cl)cc3)n2CC2CCCO2)c(C)n1C (stereo not drawn),15%,-4%,0%,1%,5.9%,i,i,2%,6%,0.2%,i
Cc1ccc(NC(=O)N2CCCN(Cc3ccc(F)cc3)C2)cc1C,21%,6%,-1%,1%,-1.3%,i,i,2%,-12%,-0.3%,i
CC(C)(C)c1cc(C(=S)N2CCN(CCO)CC2)cc(C(C)(C)C)c1O,3%,6%,0%,-4%,-0.9%,i,i,-3%,-1%,0.1%,i
COc1ccc(Cc2nnc(SCc3nc4ccccc4c(=O)[nH]3)o2)cc1,5%,13%,-2%,0%,-0.6%,i,?,-2%,-3%,0.7%,i
CCCCCCCC(=O)OCC(COC(=O)CCCCCCC)OC(=O)CCCCCCC,.,12%,1%,-1%,-0.5%,.,.,.,.,0.2%,.
Cc1ccccc1OCC(=O)Nc1ccc2c(c1)COC2=O,17%,11%,-3%,-1%,3.9%,i,i,0%,-6%,-0.4%,i
Cc1nc(N2CCN(C(=O)c3ccco3)CC2)c2oc3ccccc3c2n1,12%,14%,-4%,2%,-0.4%,?,i,5%,10%,-0.6%,i
COc1cccc(-c2nc(CS(=O)(=O)CC(=O)N3CCc4ccccc4C3)c(C)o2)c1,.,20%,-8%,-4%,1.6%,.,.,-3%,-3%,0.3%,.
COC(=O)c1cc(-c2ccc(OC)c(OC)c2)on1,0%,10%,1%,1%,-2.2%,i,i,0%,3%,-0.5%,i
O=C(O)Cn1nc(-c2ccccc2)c2ccccc21,.,11%,0%,-2%,0.3%,.,.,.,9%,1.5%,.
CCCCOC(=O)c1ccc(N2C(=O)CC(N3CCN(C/C=C/c4ccccc4)CC3)C2=O)cc1 (stereo not drawn),39%[activator],18%,-4%,-2%,-0.3%,?,i,2%,-1%,-1.8%,i
Cc1noc(C)c1S(=O)(=O)Nc1ccc(C(=O)NCc2ccccc2)cc1,2%,48%,3%,1%,-0.6%,i,i,8%,1%,-1.5%,i
Cc1csc(NC(=O)CSc2nc(C)nc3c2c(=O)n(C)c(=O)n3C)n1,.,13%,0%,-3%,3.1%,.,.,.,10%,-2.1%,.
COc1ccc(CCN(C)CCC[C@@](C#N)(c2cc(OC)c(OC)c(OC)c2)C(C)C)cc1OC,17%,18%,0%,-1%,-2.3%,i,?,-2%,2%,-0.9%,i
Cc1cc(C)n(-c2nc(NCCO)c3c4c(sc3n2)CCCC4)n1,34%[activator],17%,-4%,-1%,0.7%,5.3e-08M*,?,-2%,.,-0.5%,3.9e-08M*
NC[C@@H]1O[C@H](O[C@@H]2[C@H](O[C@@H]3O[C@H](CO)[C@@H](O)[C@@H]3O)[C@@H](O)[C@@H](N)C[C@H]2N)[C@@H](N)[C@H](O)[C@@H]1O,-7%[17.1 µM],11%[25.6 µM],0%[25.7 µM],0%[25.7 µM],-0.2%[34.4 µM],i,?,3%[20.6 µM],-3%[20.5 µM],-1.0%[34.4 µM],i
CCOC(=O)c1[nH]c(C)c(C(=O)NCCCOC(C)C)c1C,2%,7%,0%,2%,-2.3%,i,i,-4%,8%,-1.3%,i
O=C(CN(c1ccc(F)cc1)S(=O)(=O)c1ccccc1)NCc1ccco1,11%,5%,4%,-1%,2.6%,i,i,-2%,2%,-0.2%,i
CC1CC(C)CN(C(=O)COc2ccc(-c3nnco3)cc2)C1 (stereo not drawn),1%,15%,-6%,5%,-3.2%,i,?,0%,-16%,-1.0%,i
Cc1cc(OCC(=O)O)c2cccc(C)c2n1,-4%,10%,1%,1%,-0.8%,i,?,0%,4%,0.9%,i
C[N+](C)(C)CC(=O)N/N=C\c1c(O)ccc2ccccc12,.,2%[11.4 µM],-12%[11.5 µM],?,3.3%[15.4 µM],i,?,0%[9.22 µM],-2%[9.17 µM],0.0%[15.4 µM],i

Reprinted from the entries so far for reference:
structure,USP2a inhib,HEK293 cAMP cs,Casp7 inh,Casp1 inh,BRCT inh green,A350 fluor,Fluorescein fluor,GFP derepression,Ub-GFP proteasome,BRCT inh red,4MU fluor
O=C(CN(c1ccc(F)cc1)S(=O)(=O)c1ccccc1)NCc1ccco1,11%,5%,4%,-1%,2.6%,i,i,-2%,2%,-0.2%,i
CC1CC(C)CN(C(=O)COc2ccc(-c3nnco3)cc2)C1 (stereo not drawn),1%,15%,-6%,5%,-3.2%,i,?,0%,-16%,-1.0%,i
